# AMA1-RON2 inh: disrupts binding of P. falciparum AMA1 to RON2 | 360,000 tested, 0.2% active | AlphaScreen AMA1-biotinylated RON2 peptide binding | Potency, µM (top dose mostly 58.2 µM), inactives show at the highest dose activity change, negative = inhibition, hits mostly inhibitors | AID 720542;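 also: potency is read from the fitted curve at half-maximal effect; 0% = vehicle wells and -100% = peptide control; nearly all actives have a fitted effect of over 45% in size; some results filed as inactive show a strong effect at the top dose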
#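 AMA1 (3D7) with his tag at 25 nM final met compounds first, then biotinylated RON2 peptide at 25 nM; detection used donor plus acceptor beads, 10 µg/mL apiece, read by AlphaScreen after 30 min at room temperature.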
# AmpC inh detg: inhibitors of E. coli AmpC beta-lactamase with detergent | AmpC hydrolysis of nitrocefin, absorbance 480 nm, 0.01% Triton | Potency, µM (series often up to 114 µM), for the others: at the highest dose activity change, negative = inhibition, actives largely listed as inhibitors | 370,000 tested, 0.041% active;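 also: potency is read from the fitted curve at half-maximal effect; 0% = no-compound wells and -100% = no-enzyme wells; nearly all actives have a fitted effect of over 25% in size; some results filed as inactive show a strong effect at the top dose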
# Target sequence (P00811 whole entry, looked up): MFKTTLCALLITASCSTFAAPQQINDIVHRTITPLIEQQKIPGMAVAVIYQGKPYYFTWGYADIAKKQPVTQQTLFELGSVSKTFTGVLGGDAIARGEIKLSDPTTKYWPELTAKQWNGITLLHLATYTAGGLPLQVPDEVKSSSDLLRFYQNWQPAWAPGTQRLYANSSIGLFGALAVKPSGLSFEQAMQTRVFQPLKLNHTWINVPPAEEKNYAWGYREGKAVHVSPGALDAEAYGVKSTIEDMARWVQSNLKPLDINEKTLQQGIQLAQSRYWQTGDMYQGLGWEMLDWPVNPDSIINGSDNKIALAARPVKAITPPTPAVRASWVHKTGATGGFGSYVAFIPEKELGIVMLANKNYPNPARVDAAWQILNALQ
#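 AmpC (5.3 nM in the dispensed reagent) in 20 mM phosphate pH 7.0 with 0.01% (detergent screen) or 0.0001% Triton X-100 was preincubated with compounds for 15 min at room temperature. Nitrocefin was then added from an 800 uM solution, and hydrolysis was followed at 480 nm.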
# Sm TGR block: inhibitors of Schistosoma mansoni thioredoxin glutathione reductase | purified TGR, DTNB reduction, TNB absorbance 405 nm | Potency, µM (highest dose often 114 µM), without a hit: at the highest dose activity change, negative = inhibition, most hits filed as inhibitors | 360,000 tested, 3% active | AID 485364; also: potency is read from the fitted curve at half-maximal effect; nearly all actives have a fitted effect of over 60% in size
#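 TGR 20 nM + NADPH 100 uM (dispensed conc.), cpd preinc 15 min RT; start with NADPH (500 uM addition) then DTNB (15 mM addition). Kinetic TNB absorbance, 405 nm filter. Four-parameter Hill fit across titration.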
# LmPK inh: LmPK (Leishmania mexicana) enzyme inhibition. purified LmPK, Kinase-Glo ATP luminescence, 1 h. Potency, µM (highest dose often 57.5 µM), without a hit: at the top dose activity change, negative = inhibition, most hits filed as inhibitors. 290,000 tested, 0.37% active. AID 1721; also: potency is read from the fitted curve at half-maximal effect
# Target sequence (Q27686 whole entry, looked up): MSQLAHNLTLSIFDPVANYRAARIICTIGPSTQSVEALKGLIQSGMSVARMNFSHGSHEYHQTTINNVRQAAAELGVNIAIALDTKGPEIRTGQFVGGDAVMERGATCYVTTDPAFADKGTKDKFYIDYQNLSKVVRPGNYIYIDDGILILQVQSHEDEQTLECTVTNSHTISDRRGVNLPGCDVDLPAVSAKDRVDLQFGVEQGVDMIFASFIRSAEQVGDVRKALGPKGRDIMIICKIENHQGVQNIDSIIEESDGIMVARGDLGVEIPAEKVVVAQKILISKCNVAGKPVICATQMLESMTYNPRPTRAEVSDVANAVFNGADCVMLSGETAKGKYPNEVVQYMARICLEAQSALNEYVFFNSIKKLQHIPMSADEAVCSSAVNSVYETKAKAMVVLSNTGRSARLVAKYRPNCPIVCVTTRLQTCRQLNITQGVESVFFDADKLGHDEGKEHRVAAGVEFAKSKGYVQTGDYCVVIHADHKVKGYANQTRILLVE
#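 In 50 mM imidazole pH 7.2 with 7 mM MgCl2, LmPK (0.1 nM) turned over PEP (0.5 mM) and ADP (0.1 mM) for 1 h at room temperature. Luciferase read-out of ATP.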
# AmpC no deterg: inhibitors of E. coli AmpC beta-lactamase without detergent; P00811; AmpC nitrocefin hydrolysis, absorbance 480 nm, 0.0001% Triton; Potency, µM (top dose mostly 57.1 µM), inactives show top-dose activity change, negative = inhibition, usual class: inhibitors; 330,000 tested, 0.52% active;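 also: potency is read from the fitted curve at half-maximal effect; plate controls were no compound for no effect and no enzyme for full effect; nearly all actives have a fitted effect of over 20% in size; some results filed as inactive show a strong effect at the top dose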
#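 20 mM phosphate pH 7.0 + 0.01% (detergent screen) or 0.0001% Triton X-100; 5.3 nM AmpC reagent; cpd preinc 15 min RT; nitrocefin (800 uM stock) to start; A480 q20 s × 4 min; Activity was normalised to no-enzyme and no-compound control wells.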
# Tb PYK inh: blocks Trypanosoma brucei pyruvate kinase; TbPYK enzyme, Kinase-Glo Plus ATP luminescence, 45 min; Potency, µM (highest dose often 76.8 µM), without a hit: top-dose activity, negative = inhibition, hits mostly inhibitors; 410,000 tested, 0.12% active; AID 624173; also: potency is read from the fitted curve at half-maximal effect; nearly all actives have a fitted effect of over 50% in size
#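 ADP (130 uM final) triggers the TbPYK reaction after compound addition; incubation is 45 min at room temperature. Kinase-Glo Plus is then added and luminescence imaged. Normalized data are fitted to concentration-effect curves.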
# HCMV antiviral: inhibitors of human cytomegalovirus; 410,000 tested, 4.5% active; activity change, negative = inhibition, % at 57.5 µM; AID 1259415; HFF cells, HCMV-luciferase reporter, 72 h; active compounds read low; in the data active = activity change below about -60%; inconclusive = no clear call, values can overlap the other calls; inactive = above about -39%
#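 HFF cells seeded 16 h at 37C, treated with compounds, infected with luciferase-reporter HCMV at MOI 1 PFU/cell; luciferase read at 72 h post infection, normalized to buffer-only and Salinomycin controls.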
# * hit, by the source's call; ? = inconclusive; / = not tested or not shown; & = joins results of further samples; [ ] = remark or other dose. Unless noted, calls follow the shape of the dose curve; as a rule, active = well fitted curve in the direction sought with a large enough effect; inconclusive = small, poorly fitted or top-dose-only effect, or another doubt; inactive = no such curve, though single readings can be large; an effect the other way counts as inactive or inconclusive. Unless noted, % is scaled to controls: 0 for no effect and ±100 for the full control effect.
item	compound	AMA1-RON2 inh	AmpC inh detg	Sm TGR block	LmPK inh	AmpC no deterg	Tb PYK inh	HCMV antiviral
1	Cc1ccc(OCC(=O)NNC(=O)C2CCCO2)c(C)c1 (stereo not drawn)	9%	2%	2%	-2%	-8%	4%	30
2	c1ccc(-c2nc3ccccc3o2)nc1	15%	-5%	0%	-23%	-18%	2%	2
3	COc1cc(/C=C/C(=O)O)cc(S(=O)(=O)N2CCc3ccccc3C2)c1OC	5%	0%	/	5%	-22%	-14%	-14
4	O=C(c1[nH]c(C(F)(F)F)nc1-c1ccccc1)N1CCCCC1	-5%	/	/	/	/	-3%	2
5	N#Cc1c2c(c(N3CCN(CCO)CC3)n3c1nc1ccccc13)CCCC2	/	1%	1%	-1%	-4%	/	/
6	CCN(CC)c1ccc2cc(-c3nc(-c4ccc(OC)cc4)cs3)c(=O)oc2c1	93%[activator]	?	-2%	-3%	-37%	-2%	21
7	COc1ccccc1/C=C/C(=O)N1CCOCC1	-10%	4%	-5%	4%	-6%	2%	-72*
8	COc1ccc(C2C(Oc3ccccc3)C(=O)N2c2ccc(C)c(C)c2)cc1OC (stereo not drawn)	-7%	/	/	/	/	0%	-4
9	CS(=O)(=O)N1CCc2cc(C(=O)N3CCN(c4cccc(Cl)c4)CC3)ccc21	-8%	-6%&1%	-3%&-3%	-6%	159%[activator]	0%&2%	4&-30
10	O=C(O)CSc1nnc(-c2ccccc2)o1	-5%	?	-25%	-7%	-9%	-7%	-4
11	COc1ccc(NC(=O)C2CCCNC2)cc1OCC(C)C (stereo not drawn)	89%[activator]	-13%	-22%	-4%	-5%	-2%	10
12	CCCCn1c(N)c(N(CCC(C)C)C(=O)c2sc3nc4n(c(=O)c3c2C)CCC4)c(=O)[nH]c1=O	1%	-1%	4%	3%	-4%	-9%	35
13	O=C(COC(=O)CC1SC(N2CCCC2)=NC1=O)Nc1c(F)c(F)c(F)c(F)c1F (stereo not drawn)	4%	-5%	2%	/	-41%	3%	-18
14	CN1CC2CCCC3(C1)C(=O)NC1(CCCCC1)N=C23 (stereo not drawn)	-9%	-10%	1%	-3%	-29%	1%	/
15	COc1ccc(NS(=O)(=O)c2cc3c(cc2C)N(C)CCO3)cc1	-11%	-3%	4%	1%	-7%	-7%	-6
16	Cc1cc(C)c(NC(=O)C2CCN(C(=O)N3CC(C)Oc4ccc(Cl)cc43)CC2)c(C)c1 (stereo not drawn)	/	-1%	0%	/	/	-6%	-19
17	CCN(C(=O)COC(=O)c1cc(C)n(C2CC2)c1C)c1ccccc1	1%[11.6 µM]	4%	-18%	/	37%	-5%	-15
18	COc1ccc(C(=O)Nc2nc3ccccc3s2)cc1	3%	?	10%	-3%	-25%	2%	-39
19	Cc1noc(C)c1NC(=O)Nc1ccc2c(c1)C(=O)N([C@@H](C)CO)C[C@@H](C)[C@@H](CN(C)Cc1ccc3c(c1)OCO3)O2	2%	/	/	/	81%[activator]	3%	15
20	COC(=O)c1ccc(CNC(=O)COC(=O)/C=C/c2ccc(O)c(OC)c2)cc1	12%	/	/	/	-22%	1%	-18
21	CC(C)OP(=O)(OC(C)C)C(NC(=O)c1ccc(Br)cc1)c1ccccc1 (stereo not drawn)	-1%	1%	-7%	0%	19%	2%	-17
22	O=C(c1[nH]c(C(F)(F)F)nc1-c1ccccc1)N1CCC2(CC1)C(=O)NCN2c1ccccc1	-17%	/	/	/	/	-1%	-14
23	CN(C)c1ccc(S(=O)(=O)NCC(=O)OCC(=O)NC(=O)C2CCCCC2)cc1[N+](=O)[O-]	0%	-6%	-1%	/	-29%	-7%	-1
24	CC1N(C(=O)N2CCOCC2)CCN1S(=O)(=O)c1ccc(Cl)cc1 (stereo not drawn)	-1%	-7%	7%	-3%	57%[activator]	8%	8
25	CCOc1cc(CNC(C)(C)C)ccc1OCC(=O)Nc1cccc(C(F)(F)F)c1	1%	0%	5%	-2%	-12%[2.29 µM]	-15%	-20

# Continued, starting with the last 2 of the part before.
item	compound	AMA1-RON2 inh	AmpC inh detg	Sm TGR block	LmPK inh	AmpC no deterg	Tb PYK inh	HCMV antiviral
24	CC1N(C(=O)N2CCOCC2)CCN1S(=O)(=O)c1ccc(Cl)cc1 (stereo not drawn)	-1%	-7%	7%	-3%	57%[activator]	8%	8
25	CCOc1cc(CNC(C)(C)C)ccc1OCC(=O)Nc1cccc(C(F)(F)F)c1	1%	0%	5%	-2%	-12%[2.29 µM]	-15%	-20
26	COc1ccccc1-n1cc(-c2ccc(Br)cc2)[nH]c1=S	5%	10%	1%	6%	-22%	-20%	-39
27	COc1ccc(-n2nc3c(N4CCCC(C(=O)NCc5cccc(F)c5)C4)nnc(C)c3c2C)cc1 (stereo not drawn)	/	0%	-10%	/	/	-16%	-84*
28	O=C(CSc1nncn1-c1ccccc1)NCc1cccs1	0%	-2%	2%	-10%	-12%	0%	-14
29	COCCCNC(=O)CCn1c(=O)c2ccccc2n(CC(=O)Nc2cc(Cl)ccc2OC)c1=O	/	21%	-2%	/	/	-4%	13
30	CC1(C)OC(C(O)(c2ccccc2)c2ccccc2)[C@@H](C(O)(c2ccccc2)c2ccccc2)O1 (stereo partly drawn)	1%	?	0%	5%	-36%	-8%	60
31	CCn1cc(SCC(N)=O)c2ccccc21	-8%	?	6%	0%	-13%	-25%	-3
32	CC(C)(C)NC(=O)C(Cc1ccccc1)NS(=O)(=O)c1cccc2nsnc12 (stereo not drawn)	1%	5%	9%	6%	-21%	-5%	39
33	O=C(NCCCn1ccnc1)c1ccc2nccnc2c1	14%	-9%	3%	7%	-20%	5%	45
34	CC(=O)c1ccc(NC(=O)CCc2c(C)nc3c(c(C)nn3-c3ccc(C)cc3)c2C)cc1	/	3%	-12%	/	/	6%	64
35	CC(C)(C)OC(=O)N[C@@H](Cc1ccccc1)C(=O)N[C@@H](CO)[C@H](O)[C@@H]1C[C@@H]1C(=O)NC1CCCCC1	-4%	/	/	/	153%[activator]	4%	-3
36	CCn1c(=O)n(CC)c2cc(N3CCCC3)c(NC(=O)c3cccc(OC)c3)cc21	-18%	2%	?	-1%	87%[activator]	-10%	-14
37	CCOC(=O)CSc1nc2ccc(S(=O)(=O)N3CCOCC3)cc2[nH]1	-8%	-9%	6%	-3%	-26%	-2%	26
38	CCCCNC(=O)CCNS(=O)(=O)c1ccc(Br)cc1	0%	-9%	-17%	7%	-2%	4%	-30
39	COc1ccc(Cl)cc1NS(=O)(=O)c1cccc(C(=O)N2CC(C)OC(C)C2)c1 (stereo not drawn)	-7%	1%	-1%	/	109%[activator]	4%	-21
40	COC(=O)C(Oc1ccc2c(-c3ccc(OC)cc3)cc(=O)oc2c1)c1ccccc1 (stereo not drawn)	-18%	-5%	-4%	1%	-3%	4%	-15
41	CC(C)N(C(=O)[C@H]1CC(CC(=O)NCC23CC4CC(CC(C4)C2)C3)C(=O)N2CCc3c([nH]c4ccccc34)[C@]12C)C(C)C (stereo partly drawn)	-1%	/	/	/	-8%	-1%	-74*
42	Cc1ccc(NC(=O)N(Cc2nc3ccccc3c(=O)[nH]2)Cc2cccs2)cc1	41%[activator]	?	0%	-2%	-46%	-10%	-16
43	O=C(NCCc1ccccc1)C1CCCN(S(=O)(=O)c2cnc[nH]2)C1 (stereo not drawn)	-6%	?	0%	2%	-12%	-10%	124
44	Cc1ccc(N=Nc2cc(C)ccc2O)c(C)c1	?	-5%	0%	-3%	-13%	11%	-7
45	Cc1ccc(NC(=O)OCCN2CCN(S(=O)(=O)c3ccc(C)cc3)CCC2=O)cc1	-15%	-9%	-6%	5%	78%[activator]	2%	-22
46	Cc1ccccc1C(=O)Nc1nc2nc(C)c(C)c(=O)n2[nH]1	/	7%	1%	/	/	-10%	73
47	CC(NC(=O)C1CCN(C(=O)c2ccc(F)cc2)CC1)c1ccc(-n2ccnc2)cc1 (stereo not drawn)	-10%	-4%	-8%	/	7%	6%	44
48	CC1CCCN(c2c3c(nc4ccccc24)CCCC3)C1 (stereo not drawn)	-1%	-5%	6%	1%	-42%	2%	-34
49	C=C1C2C[C@H](O)C(C)(C)[C@@]2(O)[C@H](O)C[C@]23C[C@@](C)(O)[C@H](CC[C@H]12)[C@H]3O (stereo partly drawn)	6%	2%	2%	-3%	-6%	1%	0
50	CCOc1ccc(-c2nc3ccccc3c(=O)o2)cc1	-6%	0%&12%	-4%&10%	?	-15%	-9%&2%	24&77

# More results follow:
item	compound	AMA1-RON2 inh	AmpC inh detg	Sm TGR block	LmPK inh	AmpC no deterg	Tb PYK inh	HCMV antiviral
51	CCOC(=O)c1cccc(NC(=O)N2Cc3ccccc3Oc3ncccc32)c1	/	15%	16%	/	/	0%	-26
52	C=CCn1c(=O)c2ccccc2n2c(SCc3nc4ccccc4s3)nnc12	-2%	2%	2%	-10%	-2%	-6%	122
53	CC(C)c1nc2c(c(=O)c3ccccc3n2C)c(=O)n1-c1ccc(F)cc1	-10%[2.32 µM]	-3%	-7%	-7%	-18%	-1%	0
54	CCN1/C(=C2/SC(=S)N(NC(C)=O)C2=O)Sc2ccc(Cl)cc21	6%	-14%	-30%	8%	-24%	-7%	2
55	CCCCc1c(-c2ccc(OC)c(OC)c2)ncn1CCc1ccccc1OC	-29%	/	/	/	/	1%	-94*
56	C#CCOCCOCCOCCNc1nc(N2CCN(C(=O)[C@H](C(C)C)n3cc(CCO)nn3)CC2)nc(N2CCN(C(=O)[C@H](C(C)C)n3cc(CCO)nn3)CC2)n1	-1%	?	-16%	2%	254%[activator]	-1%	13
57	COCCc1nn2c(=O)cc(COC(=O)COc3ccccc3C)nc2s1	/	20%	0%	/	/	0%	16
58	O=C(CSc1nnc(-c2cccnc2)n1CCc1ccccc1)N1CCCCC1	5%	-6%	3%	-3%	-1%	-9%	-19
59	CC12CCC(C/C1=N/O)C2(C)CBr (stereo not drawn)	3%	-5%	-3%	3%	5%	-13%	-9
60	CCOC(=O)CNC(=O)c1sc2ncnc(N3CCc4ccccc4C3)c2c1C	-15%	-8%	-15%	10%	125%[activator]	-3%	23
61	CC(=O)Nc1cccc(NC(=O)CCCC(=O)O)c1	17%	-13%	2%	-11%	-19%	5%	23
62	O=C(COc1ccc(Br)cc1)Nc1ccc(-c2nnc(-c3ccco3)o2)cc1	3%	?	0%	7%	-21%	7%	71
63	Cc1ccc2c(c1)cc(C(=O)NCc1ccccc1)n2C	20%	2%	17%	1%	-7%	-15%	-71*
